ssDAF-12 act: activators of S. stercoralis DAF-12 nuclear receptor. HEK293 ssDAF-12/GRIP1 lit1-tk-luc reporter, luminescence; % of 3 µM dafachronic acid response. activation, % at 6.8 µM. hit rate 1% among 370,000;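 active = activation above the mean over all tested compounds plus 3 SD, cut at about 0.9% in these data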;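 also: 0% = DMSO-only wells and 100% = 3 µM delta7-dafachronic acid wells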
hcDAF-12 act: activates DAF-12 receptor from parasite H. contortus. HEK293 hcDAF-12 lit1-tk-luc reporter, luminescence; 0% DMSO, 100% Δ7-dafachronic acid. activation, % at 6.8 µM. hit rate 1.4% among 370,000. AID 652067;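 active = activation above the mean of all tested compounds plus 3 SD, cut at about 5.5% in these data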;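 also: 100% = response to 3 µM Δ7-dafachronic acid high control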
hgDAF-12 ag: agonists of H. glycines DAF-12 nuclear receptor. HEK293 GAL4-hgDAF12 UAS-luciferase reporter, agonist luminescence; normalized to butyrate control. activation, % at 6.8 µM. hit rate 1.8% among 370,000. AID 687014;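 active = activation above a cutoff set at the mean of all screened compounds plus 3 SD, cut at about 10% in these data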;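 also: 0% = DMSO wells and 100% = sodium butyrate wells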
NPR1 activator: GC-A (human) enzyme activation. P16066. HEK293 GC-A cells, cGMP TR-FRET, EC30 ANP; 0% at EC30 ANP, 100% saturating ANP. activation, % at 10 µM. hit rate 0.14% among 370,000; in the data active = activation above about 40%
ADAM10 inh: ADAM10 inhibition, QFRET primary screen; inhibition, % at 7 µM; O14672; hit rate 0.62% among 370,000; recombinant ADAM10, EDANS/DABCYL FRET peptide cleavage, 3 h;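 active = inhibition above a per-campaign cutoff equal to the mean of compounds falling between control-based bounds plus 3 SD, cut at about 20% in these data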;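 also: 0% = DMSO wells while the 100% control is not disclosed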
GC-B act: GC-B (human) receptor activation; P20594; HEK293-GC-B cells, CNP EC30, cGMP TR-FRET; 0% at EC30 CNP, 100% saturating CNP; activation, % at 10 µM; hit rate 0.11% among 370,000; AID 1920062;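 active = activation at 10 µM reaching about 35% in either raw or pattern-adjusted values, limit read from the data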
DAX1 inh-1: inhibits human nuclear receptor DAX1 | AID 504766 | inhibition, % at 6.75 µM | hit rate 0.99% among 340,000 | P51843 | HEK293 Gal4-DAX1 luciferase reporter, luminescence;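 active = inhibition above the mean over all tested compounds plus 3 SD, cut at about 4.2% in these data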;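 also: 0% = DAX1-transfected cells with DMSO and 100% = empty-vector control cells with DMSO; inhibition shows as a rise in luminescence from relieved DAX1 repression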
Target sequence (P51843 207-470 limits assumed): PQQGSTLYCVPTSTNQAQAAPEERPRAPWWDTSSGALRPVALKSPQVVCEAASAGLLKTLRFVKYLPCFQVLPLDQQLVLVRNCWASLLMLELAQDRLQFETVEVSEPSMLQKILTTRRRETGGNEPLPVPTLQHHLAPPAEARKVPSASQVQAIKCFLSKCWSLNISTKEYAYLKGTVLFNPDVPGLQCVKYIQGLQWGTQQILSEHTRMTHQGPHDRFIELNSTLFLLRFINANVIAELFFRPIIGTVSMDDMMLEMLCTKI
HGIII-sPLA2 inh: Inhibits HGIII-sPLA2 liposome hydrolysis, primary screen. AID 743126. hit rate 0.56% among 370,000. inhibition, % at 12.2 µM. QFRET BODIPY PC-A2 liposome hydrolysis, fluorescence;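 active = inhibition above mean plus 3 SD of compounds lying within the high and low control bounds, cut at about 19% in these data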;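 also: 0% = median of test compound wells and 100% = no enzyme DMSO wells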
Target sequence (Q9NZ20 whole entry, looked up): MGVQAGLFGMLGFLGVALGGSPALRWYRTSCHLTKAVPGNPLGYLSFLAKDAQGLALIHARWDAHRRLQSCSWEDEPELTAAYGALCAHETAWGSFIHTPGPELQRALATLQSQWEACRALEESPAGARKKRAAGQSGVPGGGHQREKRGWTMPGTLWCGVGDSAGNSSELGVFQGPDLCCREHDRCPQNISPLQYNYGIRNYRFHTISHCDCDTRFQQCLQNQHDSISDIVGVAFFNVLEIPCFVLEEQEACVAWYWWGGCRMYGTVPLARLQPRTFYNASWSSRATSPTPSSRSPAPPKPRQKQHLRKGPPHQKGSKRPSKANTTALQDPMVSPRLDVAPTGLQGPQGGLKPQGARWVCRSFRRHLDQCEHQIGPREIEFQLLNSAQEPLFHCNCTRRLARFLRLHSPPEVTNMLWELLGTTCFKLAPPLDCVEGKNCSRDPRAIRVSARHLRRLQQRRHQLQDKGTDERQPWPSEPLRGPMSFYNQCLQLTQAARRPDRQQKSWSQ
SMARCA2 activ: increases SMARCA2 function in MMTV reporter cells. AID 652017. MG213 cells, MMTV-luciferase reporter, dexamethasone, overnight. hit rate 1% among 370,000. activation, % at 9.1 µM; in the data active = activation above about 7.8%;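 also: 0% = vehicle wells and 100% = reference activator wells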
DAX1 inh-2: inhibitors of DAX1 repression of SF-1 activated StAR promoter; AID 652010; inhibition, % at 6.8 µM; hit rate 1.1% among 370,000; HEK293T StAR-luciferase reporter, SF-1/DAX-1 repression relief;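 active = inhibition above the mean over all tested compounds plus 3 SD, cut at about 3.6% in these data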;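 also: 0% = DAX-1 cells with DMSO and 100% = cells lacking DAX-1 with DMSO; higher inhibition means more luminescence from relief of DAX-1 repression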
FXN GAA850 act: activators of GAA850 frataxin (FXN) promoter; HEK293 lucGAA850 FXN promoter luciferase reporter, 24 h; percent of 10 µM SAHA response; activation, % at 6 µM; hit rate 0.56% among 360,000; AID 540364;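 active = activation above the average of all compounds screened plus 3 SD, cutoff fixed separately per campaign, cut at about 7.5% in these data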;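 also: 0% = DMSO wells and 100% = 10 µM SAHA wells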
An asterisk follows results filed as active; . = not tested or not shown; & = joins results of further samples.

SMILES	ssDAF-12 act	hcDAF-12 act	hgDAF-12 ag	NPR1 activator	ADAM10 inh	GC-B act	DAX1 inh-1	HGIII-sPLA2 inh	SMARCA2 activ	DAX1 inh-2	FXN GAA850 act
COc1cc(-c2nnn(Cc3ccccc3C)n2)cc(OC)c1OC	-1.0	-0.8	-4.0	12	4	8	-0.7	-9	-1	-0.2	1.4
CC1CCCCN1C(=O)CSc1nc(-c2ccccc2)cn1N (stereo unspecified)	-0.1	0.1	2.8	2	2	6	1.2	-2	2	1.4	-0.3
CCOC(=O)C1=CNS(=O)(=O)NC1c1ccc(C)cc1 (stereo unspecified)	-0.7	-0.7	-3.2	1	-50	3	1.1	-1	-6	1.0	-0.8
O=CN1CCN(C(C(=O)NC2CCCC2)c2ccc(Cl)cc2)CC1 (stereo unspecified)	-1.1	-0.7	0.5	-16	-8	-13	1.2	-4	-2	-0.2	1.1
COC(=O)c1cc2n(n1)CCN(Cc1ccc(OC)cc1)C2=O	-0.6	0.3	-0.7	-1	4	1	0.4	0	0	-0.9	3.0
CCOC(=O)c1sc(NC(=O)c2ccccc2OC)nc1C	-1.6	-0.9	6.8	1	-6	-12	3.6	3	-1	2.8	2.9
C=CCOC(=O)C1=C(C)NC(C)=C(C(=O)OCC=C)C1c1ccco1	-2.2	-1.3	-0.9	-20	-15	-11	-1.5	6	-2	-0.6	0.2
C/C(=N\N=C1\NC(=O)C(Cc2ccccc2)S1)c1ccccc1 (stereo unspecified)	-1.5	2.3	-3.1	-2	-3	6	0.3	-36	-1	-0.9	-1.4
Cc1cc(C)c2cc3c(N)c(C(=O)N4CCOCC4)sc3nc2c1	-1.5	-2.5	-2.8	-1	-374	3	0.1	1	0	-0.4	0.7
Cc1nnc(SCC(=O)Nc2cc(S(=O)(=O)N3CCOCC3)ccc2C)s1	-1.2	-1.2	-0.4	2	-8	6	0.1	-1	-2	-0.3	-0.7
CCN(CC(=O)NCc1cccs1)S(=O)(=O)c1ccc(F)c(F)c1F	-1.0	-0.7	3.5	1	-11	-2	-0.5	11	-1	2.3	0.9
COC(=O)C1=C(N)Oc2c(oc(CO)cc2=O)C1c1ccccc1F (stereo unspecified)	-1.8	-0.8	1.8	-2	8	-5	-0.7	-2	6	-0.7	-1.8
c1cc2c(c(NCc3ccncc3)c1)CCCC2	-1.2	-1.5	-2.1	10	6	-4	-1.8	6	-4	-1.6	0.0
COc1ccc(S(=O)(=O)NCc2ccccn2)cc1NC(=O)c1ccc(Cl)cc1	-1.4	-2.0	1.4	-4	3	1	0.4	-4	1	0.4	-2.4
Oc1ccc2ccc(Cl)cc2c1	-0.1	-0.1	1.4	0	-8	1	0.9	-53	-1	-0.5	5.0
COc1ccc(C)cc1NC(=O)CSc1nnc(COc2ccccc2)n1Cc1ccco1	-1.5	-2.3	-4.3	-8	15	-9	-0.9	-24	-1	-0.6	-2.9
CCCCc1c(-c2ccccc2F)ncn1CCc1ccccc1OC	-1.1	-0.5	2.1	-18	10	-5	.	-10	0	-0.9	.
C=CCn1c(SCC(=O)c2cccs2)nc2sc(C)c(C)c2c1=O	-1.4	0.5	-0.9	-3	4	-7	-0.1	-20	0	-0.2	2.5
COc1cccc(CNC(=O)c2ccc(C)c(S(=O)(=O)N3CCOCC3)c2)c1	-0.7	-0.1	-0.1	1	-15	6	-1.2	9	-1	0.8	-0.7
Cc1nnc(SCc2ccccn2)n(N)c1=O	-1.5	1.1	-2.2	1	3	1	1.5	0	2	1.2	-1.4
Cn1cccc1C(C#N)c1cccc(F)c1C#N (stereo unspecified)	-1.6	-0.4	-1.7	-5	7	1	3.0	-5	-2	0.0	1.4
Cc1ccc(C(=O)NNC(=O)C2CCN(Cc3ccccc3)CC2)cc1	-0.7	-1.3	0.8	1	-5	6	2.0	3	-2	0.2	-0.3
O=C(Nc1ccccc1C(F)(F)F)NC1CCCCC1	-1.5	-1.0	-1.1	3	-11	8	-0.7	-3	1	0.8	2.7
COc1ccc(-n2c(SC3CCOC3=O)nc3ccccc3c2=O)cc1OC (stereo unspecified)	-1.3	1.6	-0.6	2	-4	14	0.2	3	-3	-0.5	1.8
CSc1ccccc1NC(=O)Cn1nnc(-c2ccc(S(C)(=O)=O)cc2)n1	-1.5	0.0	-3.1	4	-4	7	0.8	5	-3	0.4	0.2
CC(OC(=O)C1COc2ccccc2O1)C(=O)c1ccccc1 (stereo unspecified)	-0.9	-1.2	0.7	4	2	-2	0.0	2	-5	-0.2	-2.2
CC(CN1CCCC1)OC(=O)c1ccc(Cl)cc1Cl (stereo unspecified)	-1.3	-1.9	0.3	-2	0	1	3.6	14	-2	-0.8	0.7
Cc1ccsc1/C=C1/SC(=O)N(CC(=O)N2CCCC2)C1=O	-0.7	-1.7	0.6	-2	6	2	-0.4	0	1	0.8	0.7
Cc1ccccc1-c1nnc(SCC(=O)Nc2c(C)n(C)n(-c3ccccc3)c2=O)o1	-1.0	-1.4	-1.5	1	-3	-2	1.6	6	-2	0.1	2.4
Cc1ccc(S(=O)(=O)c2c(C)cc(-c3ccccc3)[nH]c2=O)cc1	-1.1	-2.4	-2.1	2	-234	-1	0.8	-16	-3	-1.0	-2.4
CC(C)COc1ccc(C(=O)N/N=C/c2ccoc2)cc1	-0.7	-0.7	2.7	4	5	4	0.0	-4	0	-1.2	2.0
Cc1cc(=O)n(C)c(=O)n1CCCCCCN1CCCC1	-1.2	-1.6	1.1	4	2	1	3.5	4	-1	-0.2	3.7
O=C(CCN1C(=O)C2(OCCO2)c2ccccc21)c1ccccc1	-1.2	-1.7	1.3	7	0	3	0.3	3	-2	0.6	-1.0
CN(C(=O)c1cccc(NC(=O)Cc2ccc(NC(=O)C3CCCN(C(=O)CCc4ccccc4)C3)cc2)c1)C1CCCCC1 (stereo unspecified)	-2.5	-4.4	-9.9	5	2	-1	-5.0	-43	-6	-6.6	-2.6
Cc1c(/C=C(\C#N)C(=O)NCc2ccccc2)cc(C#N)n1C	-1.0	1.5	1.7	1	-1	3	0.1	-3	-1	-0.3	1.5
O=[N+]([O-])c1cc(Cl)ccc1N1CCCCC1	-1.2	-0.4	1.7	1	0	3	0.2	6	-1	0.1	2.9
COc1ccc(CNC(=O)Nc2nnc([C@H]3C[C@H](O)[C@@H](CO)O3)s2)cc1	-2.4	-4.0	-3.7	5	-9	2	.	1	-3	-1.5	-0.8
S=C(NCc1ccc(Cl)cc1)OC1CCC12CCC(c1ccccc1)CC2 (stereo unspecified)	0.1&-0.9	2.1&-0.3	-1.4&-0.7	1&0	-12&-2	2&-1	.	4&-1	0&-5	-1.4&-1.5	.
CCO/C(C)=N/Oc1cccc(N(C)C)c1	-1.5	-0.8	2.9	-3	-10	-1	.	4	0	-0.6	.
Cc1cc(C)c(OCC(=O)Nc2cc(C(=O)O)cc(C(=O)O)c2)cc1C	-1.8	-0.7	0.8	1	1	1	2.1	6	-2	0.6	0.8
CC(=O)/C=C/c1ccc2ccccc2n1	-1.0	8.2*	1.8	3	-20	12	-1.4	7	3	-1.9	-4.2
CC(=O)N1CCN=C1SCc1ccccc1F	-0.3	0.9	0.9	1	3	-5	1.8	2	1	-0.3	0.5
O=C(Nc1ccncc1)c1cc(S(=O)(=O)N2CCOCC2)ccc1Cl	-1.2	-1.2	-0.5	-13	-12	-9	0.0	7	-4	0.1	-2.3
CCOc1ccc2oc(C(=O)N3CC(C)OC(C)C3)c(C)c2c1 (stereo unspecified)	-1.2	0.0	3.4	3	-2	0	-0.1	0	2	-0.6	-1.3
Cc1[nH]c(=O)[nH]c(=O)c1S(=O)(=O)Nc1ccc(F)cc1Cl	-1.3	-1.1	0.6	2	0	3	0.5	1	1	0.4	0.9
CCOC(=O)c1ccsc1NC(=O)c1ccco1	-1.6	-1.3	0.7	1	-18	-4	0.1	0	1	-2.2	2.0
Cc1c(CCC(=O)O)c(=O)oc2cc(OCc3ccc(Br)cc3)ccc12	-1.2	0.1	0.5	8	-69	1	-1.1	-3	-1	-0.4	1.2
Cn1c(=O)c2c(nc(NCC3CCCO3)n2C)n(C)c1=O (stereo unspecified)	-0.8	-0.1	-1.9	11	2	0	-1.3	7	-3	-0.3	2.3

Full records as entered above:
Entry for `Cn1c(=O)c2c(nc(NCC3CCCO3)n2C)n(C)c1=O` (stereo unspecified) : ssDAF-12 act = -0.8; hcDAF-12 act = -0.1; hgDAF-12 ag = -1.9; NPR1 activator = 11; ADAM10 inh = 2; GC-B act = 0; DAX1 inh-1 = -1.3; HGIII-sPLA2 inh = 7; SMARCA2 activ = -3; DAX1 inh-2 = -0.3; FXN GAA850 act = 2.3
Entry for `CC(=O)/C=C/c1ccc2ccccc2n1` : ssDAF-12 act = -1.0; hcDAF-12 act = 8.2*; hgDAF-12 ag = 1.8; NPR1 activator = 3; ADAM10 inh = -20; GC-B act = 12; DAX1 inh-1 = -1.4; HGIII-sPLA2 inh = 7; SMARCA2 activ = 3; DAX1 inh-2 = -1.9; FXN GAA850 act = -4.2
Entry for `S=C(NCc1ccc(Cl)cc1)OC1CCC12CCC(c1ccccc1)CC2` (stereo unspecified) : ssDAF-12 act = 0.1&-0.9; hcDAF-12 act = 2.1&-0.3; hgDAF-12 ag = -1.4&-0.7; NPR1 activator = 1&0; ADAM10 inh = -12&-2; GC-B act = 2&-1; DAX1 inh-1 = .; HGIII-sPLA2 inh = 4&-1; SMARCA2 activ = 0&-5; DAX1 inh-2 = -1.4&-1.5; FXN GAA850 act = .

Additional results:
SMILES	ssDAF-12 act	hcDAF-12 act	hgDAF-12 ag	NPR1 activator	ADAM10 inh	GC-B act	DAX1 inh-1	HGIII-sPLA2 inh	SMARCA2 activ	DAX1 inh-2	FXN GAA850 act
COC1OC2COC(c3ccccc3)OC2C2OC(c3ccccc3)OC12 (stereo unspecified)	-1.1	-0.1	1.2	-4	-10	-3	0.3	0	-1	0.6	0.5
O=C(CCC(=O)N(c1cccc(F)c1)C(C(=O)NC1CCCC1)c1ccncc1)Nc1cccnc1 (stereo unspecified)	-0.8	-2.8	-2.6	-1	1	1	1.5	-4	-2	0.1	-0.9
O=C1NC(=Nc2ccccc2Cl)S/C1=C\c1cccc([N+](=O)[O-])c1O	-0.8	-2.2	-0.6	4	13	0	-1.7	-38	2	-0.3	2.5
CCOC(=O)C1=NOC2C(=O)N(c3ccc(Cl)cc3Cl)C(=O)C12 (stereo unspecified)	-0.4	-1.1	5.8	0	-16	-1	-0.2	-4	-3	-0.5	2.2
COc1ccc(S(=O)(=O)N2CCN(CC(=O)N3CCNC3=O)CC2)cc1OC	-0.5	-0.2	-2.6	2	2	7	0.8	1	-1	-0.8	-0.3
CCOC(=O)c1c(N)c(C#N)nn1-c1ccccc1C(=O)OC	-1.4	-2.0	0.1	0	-4	1	.	7	-2	-0.1	.
Cc1cccc(CC2CC(=O)N(c3nc4ccccc4s3)C2=O)c1 (stereo unspecified)	-1.7	0.0	0.1	-7	2	-6	-1.1	-10	1	0.5	2.9

Bioassay records: PubChem BioAssay, several laboratories
